# TbREL1 inh – TbREL1 inhibition, primary screen; hit rate 0.49% among 89,000; inhibition, % at 9.66 µM; P86926; TbREL1 RNA ligation, FRET fluorescence;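 active means inhibition above the mean inhibition across all screened compounds plus 3 SD, cut at about 11% in these data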;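 further: 0% = plate median of test wells and 100% = NSC42067 control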
# Target sequence (P86926 whole entry, looked up): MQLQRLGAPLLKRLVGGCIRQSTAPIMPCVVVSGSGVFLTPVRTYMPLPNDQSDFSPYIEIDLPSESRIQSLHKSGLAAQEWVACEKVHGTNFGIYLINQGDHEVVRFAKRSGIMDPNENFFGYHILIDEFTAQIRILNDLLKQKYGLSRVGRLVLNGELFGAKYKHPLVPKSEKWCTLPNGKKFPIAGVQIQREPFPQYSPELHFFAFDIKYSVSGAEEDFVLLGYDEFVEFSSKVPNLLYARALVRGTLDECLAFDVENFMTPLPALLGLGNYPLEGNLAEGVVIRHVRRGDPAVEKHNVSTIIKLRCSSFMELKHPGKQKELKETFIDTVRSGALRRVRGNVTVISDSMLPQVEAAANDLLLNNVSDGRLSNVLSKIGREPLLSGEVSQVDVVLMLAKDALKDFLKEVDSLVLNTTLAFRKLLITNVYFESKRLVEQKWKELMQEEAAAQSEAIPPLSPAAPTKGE
# Active calls of the source: *.
Structure	TbREL1 inh
Cc1noc(C)c1COc1ccccc1C(=O)Nc1ccc(C(N)=O)cc1	-2.4
Cc1ccc(-c2noc(CSc3nnc(-c4ccncc4)n3-c3ccc(C)cc3)n2)cc1	-0.2
COc1ccc(-c2cc(CNC(=O)CCl)on2)cc1	1.9
O=C(c1ccc(F)cc1)N1CCC(C(=O)N2CCN(Cc3ccc4c(c3)OCO4)CC2)CC1	-1.3
O=C(Oc1ccccc1)Oc1ccc2c(c1)oc(=O)c1ccccc12	2.3
O=C1CC(NS(=O)(=O)c2cc(F)ccc2F)CN1c1cccc(F)c1 (stereo not drawn)	-0.9
COc1cc(CN2CCC(C(=O)N3CCN(c4ccccc4F)CC3)CC2)cc(OC)c1OC	-1.2
Cc1ccccc1CSc1nccn1-c1ccccc1	-1.3
CCn1ccc(C(=O)Nc2sc3c(c2C(=O)OC)CCC3)n1	6.6
CC(C)n1c(N)c(C#N)c2ccc([N+](=O)[O-])cc2c1=O	-0.8
O=C(COC(=O)c1ccc(S(=O)(=O)N2CCCC2)cc1)NCCc1ccc(F)cc1	5.2
CCOc1ccc(C(=O)N2CCCC(c3nc(-c4cccs4)no3)C2)cc1 (stereo not drawn)	1.3
CN(CC(=O)Nc1c(Cl)cccc1Cl)C(=O)c1ccncc1	-0.7
COc1ccc(CCNC(=O)CSc2n[nH]c(N)n2)cc1	2.0
CCOC(=O)N1CCC(NC(=O)c2cc3c(-c4ccc(Cl)cc4)nn(C)c3s2)CC1	1.1
CCOC(=O)N1CCN(C(=O)CSc2nnc(COc3ccc(Cl)cc3)o2)CC1	3.0
Cn1ncc(C#N)c1/N=C/N1CCOCC1	2.7
COCCCN1C(=O)c2ccc(C(=O)OCC(=O)N(CCC#N)c3cc(C)cc(C)c3)cc2C1=O	-1.6
CCOC(=O)c1ccccc1NC(=O)COc1ccccc1	-0.2
CC(CN1CCOCC1)OC(=O)/C=C/c1ccccc1 (stereo not drawn)	0.2
CCOc1cc(S(=O)(=O)NC2CC(C)(C)NC(C)(C)C2)ccc1F	1.3
COC(=O)[C@]12C[C@H](CC(=O)NCc3cccc4ccccc34)C(=O)N(Cc3cccc4ccccc34)C1=C[C@H](COCc1ccccc1)O[C@@H]2C	-3.9
COC(=O)C[C@H]1c2cc(C(F)(F)F)ccc2S(=O)(=O)N1C1CCCC1	-2.3
CCCCCC(=O)NC1CCCCN(C)C1=O (stereo not drawn)	-0.9
O=C(COC(=O)Cc1ccc(Cl)cc1)NCc1ccc2c(c1)OCO2	-0.5
O=[N+]([O-])c1ccc2n[nH]nc2c1	2.5
OCC1(CCc2ccccc2)CCN(Cc2ccccc2Cl)CC1	0.1
Cc1ccc(C(=O)Nc2nc(-c3ccccn3)cs2)cc1S(=O)(=O)N1CCOCC1	-4.6
Cc1ccc(NC(=O)C2=CCN(S(=O)(=O)c3ccc(F)cc3)CC2)cc1	-1.4
CSCCC(NC(=O)c1ccccc1Cl)C(=O)N1CCN(C(C)=O)CC1 (stereo not drawn)	-0.2
O=C(CCCCCC(=O)N(CCO)CCO)N(CCO)CCO	-0.5
O=c1[nH]cc(CCc2ccccc2)c(=O)[nH]1	2.7
Cc1cc(=O)n(C)c2ccccc12	1.0
C[C@@H]1[C@@H](c2ccccc2)OC(O)([C@H](Cc2ccccc2)NC(=O)OC(C)(C)C)CN1C (stereo partly drawn)	-3.2
COC(=O)c1ccc2nc(-c3ccc(C)cc3)c(Cc3ccc(OC)cc3C)n2c1	-2.1
Nc1nc(SCCN2C(=O)c3ccccc3C2=O)n[nH]1	0.2
O=C(CC1Sc2ccccc2NC1=O)NNc1ccc(Cl)cc1Cl (stereo not drawn)	1.3
COC(=O)C1=C(C)N(CCCC(=O)O)C(=O)NC1c1ccc(C(F)(F)F)cc1 (stereo not drawn)	0.6
COc1ccc(CCNc2ccc(C(CC(N)=O)NC(=O)c3cc(OC)ccc3OC)cc2[N+](=O)[O-])cc1 (stereo not drawn)	-0.3
COc1ccccc1N(CC(O)CN1CCC(C)CC1)S(=O)(=O)c1ccccc1 (stereo not drawn)	0.0
CCCC[C@H]1COCCS(=O)(=O)N1Cc1ccc(C)cc1	-1.0
Cc1ccc(Cc2c(C3CCCCC3)nc3c4ccccc4ccn23)cc1	4.5
O=C(O)CCc1ccc(-c2ccc(F)cc2)n1CCC(=O)O	34.5*
Clc1ccc(C#Cc2cccnc2)cc1	4.1
Cc1nnc(SCC(=O)NCc2cccs2)[nH]c1=O	3.6
CC(C)Oc1cccc(C(=O)Nc2ccc(Br)cc2F)c1	3.6
Cc1ccc(NC(=O)C2CCCN(S(=O)(=O)c3c(C)noc3C)C2)cc1 (stereo not drawn)	-0.6
Cc1cc(C)nc(NC(=O)C(C)N2C(=O)c3ccccc3C2=O)n1 (stereo not drawn)	2.5
Cc1ccc(S(=O)(=O)NC(=O)C2(C)CCN2C(=O)C2CCCCC2)nc1 (stereo not drawn)	2.1
c1cncc(-c2nnc(-c3cccnc3)nn2)c1	-0.2

# (further entries)
SMILES	TbREL1 inh
CC(C)c1cc(C(=O)Nc2cc(Cl)ccc2O)no1	-0.1
CC(C)C[C@H]1COc2cc(N(C)CCO)ccc2S(=O)(=O)N1	0.8
CCOC(=O)CN(c1ccccc1C)S(=O)(=O)c1ccc(Cl)cc1	6.9
OC(CNCC(c1ccc(Cl)cc1Cl)c1c[nH]c2ccccc12)c1ccccc1 (stereo not drawn)	1.7
CSc1ncccc1C(=O)Nc1ccc(S(=O)(=O)N2CCCC2)cc1	1.0
COc1cc(-n2c(C)nc3cc(C(=O)N4CCCC4)ccc32)cc(OC)c1OC	-0.1
O=C(COC(=O)CCC(NC(=O)OCc1ccccc1)C(=O)OCC(=O)Nc1ccccc1)Nc1ccccc1 (stereo not drawn)	2.3
O=C(CN(C(=O)c1csnn1)c1ccc2c(c1)OCCO2)NCc1ccc(F)cc1	-0.9
CCc1ccccc1NC1c2ccccc2C(=O)N1c1cccnc1 (stereo not drawn)	-4.1
C=CCNc1nc2cc(-c3cccc(NC(C)=O)c3)sc2c(=O)n1C	1.1
Cc1cc(=O)[nH]c(N/N=C/c2ccc3c(c2)OCCO3)n1	1.6
COc1ccc(C2CC(=O)C3=C(C2)NC(C)=C(C#N)C3c2ccc(N(C)C)cc2)cc1 (stereo not drawn)	-4.3
Cc1ccc(-n2c(SCC(=O)Nc3ccc(Oc4ccccc4)cc3)nnc2-c2ccco2)cc1	3.7
O=C(CSc1ncccn1)NCC1CCCO1 (stereo not drawn)	1.5
O=C(NC(=S)Nc1ccccc1Cl)c1cnn2c(C(F)(F)F)cc(C(F)(F)F)nc12	-3.2

# 6 records drawn at random from the list so far:
SMILES	TbREL1 inh
CC(CN1CCOCC1)OC(=O)/C=C/c1ccccc1 (stereo not drawn)	0.2
COc1ccc(C2CC(=O)C3=C(C2)NC(C)=C(C#N)C3c2ccc(N(C)C)cc2)cc1 (stereo not drawn)	-4.3
Cc1ccc(NC(=O)C2=CCN(S(=O)(=O)c3ccc(F)cc3)CC2)cc1	-1.4
O=C1CC(NS(=O)(=O)c2cc(F)ccc2F)CN1c1cccc(F)c1 (stereo not drawn)	-0.9
O=[N+]([O-])c1ccc2n[nH]nc2c1	2.5
CC(C)n1c(N)c(C#N)c2ccc([N+](=O)[O-])cc2c1=O	-0.8

# The main list resumes with the 6 entries that preceded the break.
SMILES	TbREL1 inh
C=CCNc1nc2cc(-c3cccc(NC(C)=O)c3)sc2c(=O)n1C	1.1
Cc1cc(=O)[nH]c(N/N=C/c2ccc3c(c2)OCCO3)n1	1.6
COc1ccc(C2CC(=O)C3=C(C2)NC(C)=C(C#N)C3c2ccc(N(C)C)cc2)cc1 (stereo not drawn)	-4.3
Cc1ccc(-n2c(SCC(=O)Nc3ccc(Oc4ccccc4)cc3)nnc2-c2ccco2)cc1	3.7
O=C(CSc1ncccn1)NCC1CCCO1 (stereo not drawn)	1.5
O=C(NC(=S)Nc1ccccc1Cl)c1cnn2c(C(F)(F)F)cc(C(F)(F)F)nc12	-3.2
CC1=C(C(=O)Nc2ccc(Cl)cc2)C(c2cccs2)n2nnnc2N1 (stereo not drawn)	0.9
COc1ccc(S(=O)(=O)Nc2ccccc2Cl)cc1NC(C)=O	-0.9
CN(C)CCN1CCN(C2CN(Cc3cn(Cc4ccc(Cl)cc4)nn3)S(=O)(=O)C2)CC1 (stereo not drawn)	0.5
COc1ccccc1-c1n[nH]nc1C1=CC(=O)C[C@H](c2ccc(F)cc2)C1	-0.4
CC1=C(C(=O)NC2CCCc3c2cnn3-c2cccc(C)c2C)OCCO1 (stereo not drawn)	-1.2
CC(=O)Nc1ccc(S(=O)(=O)Nc2cccc(C(=O)NC(C)(C)C)c2)cc1	0.6
CC1(c2nnc(Cc3ccccc3)o2)CC(c2ccccc2)=NO1 (stereo not drawn)	-0.5
CCOC(=O)C(C)Sc1nc(=O)n2ccccc2n1 (stereo not drawn)	1.3
O=C(c1ccco1)N1CCN(C(=O)c2sccc2-c2ccccc2)CC1	6.0
CS(=O)(=O)N1CCC(C(=O)N2CCN(c3ccccc3F)CC2)CC1	-2.9
COCCN(C(=O)COC(=O)C(c1ccccc1)c1ccccc1)c1c(N)n(Cc2ccccc2)c(=O)[nH]c1=O	-0.1
Cc1ccc(S(=O)(=O)C(c2ccccc2)c2c(C)noc2C)cc1 (stereo not drawn)	-1.3
O=C(N/N=C\c1ccc(Br)cc1)c1ccc(Cn2cccn2)o1	-0.4
CC(C)(CNC(=O)c1cccc(S(=O)(=O)NCc2ccccc2)c1)N1CCOCC1	3.1
CC12CCC(=O)N1C(C(=O)N1CCN(c3cccc(Cl)c3)CC1)CS2 (stereo not drawn)	-2.8
Cc1cccc(Cl)c1NC(=S)NN	-8.6
Cc1ccc(-n2nnnc2SCC(=O)N2CCN(C(=O)c3ccco3)CC2)c(C)c1	0.8
Cn1cc(Br)c(C(=O)NNC(=O)c2cccc(Br)c2)n1	4.1
COC(=O)c1ccccc1S(=O)(=O)NNC(=O)C1COc2ccccc2O1 (stereo not drawn)	-0.6
Cc1ccc(C)c(NC(=S)N2CCN(c3cccc(C(F)(F)F)c3)CC2)c1	-4.0
COc1cccc(NC(=O)C2CCCN(S(=O)(=O)c3ccc(-n4cnnn4)cc3)C2)c1 (stereo not drawn)	-1.2
O=C(COc1ncnc2ccccc12)NC(=O)NCc1ccccc1	2.9
CSCCC(NC(=O)c1ccccc1Br)C(=O)NNC(=O)c1cc(C)oc1C (stereo not drawn)	3.5
COc1ccc(Cc2nnc(SCC(=O)N(C)c3ccccc3)o2)cc1	1.2
Cc1cccc2nc(CNc3ccc(F)cc3)cn12	-3.3
O=C(CCCN1C(=O)c2cccc3cccc(c23)C1=O)N1CCc2ccccc2C1	-0.7
O=[N+]([O-])c1ccccc1S(=O)c1ccccc1[N+](=O)[O-]	1.2
Cc1ccc(-n2c(SC/C=C/c3ccccc3)nnc2-c2ccco2)cc1	0.0
O=C(CSc1nnc(-c2cc3ccccc3cc2O)n1Cc1ccco1)c1ccc(F)cc1	1.0
CCCC(=O)Nc1ccc(-c2nc3ncccc3o2)cc1	-0.2
O=C(CN=C1NC(=O)C(c2ccccc2)(c2ccccc2)N1)NCc1ccc(F)cc1	0.8
O=C(OCc1ccc(Br)cc1)c1cccnc1Cl	4.6
CCc1ccc(OCC(=O)NC(NC(=S)Nc2ccc(Cl)cc2)C(Cl)(Cl)Cl)cc1 (stereo not drawn)	-2.4
Cc1ccc(/C=N/NC(=O)Cn2cnc3ccccc32)o1	4.5
Cc1ccccc1Cn1ccc(NC(=O)c2onc(C)c2Cl)n1	-0.4
COc1cccc(NC(=O)CN(C)C(=O)c2ccc3ccccc3c2)c1	-1.3
O=C(Oc1cncc(Cl)c1)c1ccco1	9.5
CCC(C)Sc1nnc(Cc2cc(=O)[nH]c(=O)[nH]2)n1-c1ccc(OC)cc1 (stereo not drawn)	-1.6
O=C(CNC(=O)c1nc[nH]c1C(=O)NCC(=O)OCc1ccccc1)OCc1ccccc1	0.3
O=C(CSc1nnnn1Cc1ccccc1)NCCc1ccccc1	-1.4
O=C(NC1CC1)C1=C[C@@H](C2CC2)C[C@@H](OCc2ccc(CO)cc2)O1	-0.8
CC(C)CC(=O)Nc1ccc(-c2nc3ccccc3c(=O)o2)cc1	0.0
O=[N+]([O-])c1ccc(C=NNc2ccc(S(=O)(=O)O)cc2)cc1	-0.8
Cc1c(C)n(C)c2ccc([N+](=O)[O-])cc12	0.0
O=c1c2cc(NC(=S)NC3CCN(Cc4ccccc4)CC3)ccc2nc2n1CCCCC2	1.3
Cn1c(C(=O)Nc2ccc3c(c2)OCO3)cc2sccc21	2.2
Nc1nc(=S)c2ncn(C3CCCCC3)c2[nH]1	1.7
CCOC(=O)CC(NC(=O)c1cc2cc(Cl)cc(Cl)c2oc1=O)c1cccc([N+](=O)[O-])c1 (stereo not drawn)	-1.2
O=C(OCC(=O)c1ccc(Br)s1)c1ccc(O)cc1	3.5
COc1ccc(C(=O)OCC2CC(c3ccccc3)N(C)O2)cc1 (stereo not drawn)	-1.8
CCOC(=O)CN1C(=O)C(C)(C)Oc2ccc(C(=O)Nc3ccccc3OC)cc21	-0.4
CCCC[C@H](C(=O)N(C)c1cccc(OC)c1)[C@@H](O)c1ccc(Cl)cc1	0.0
Cn1c(=O)c2ncn(CC(=O)Nc3cc(C(F)(F)F)ccc3N3CCOCC3)c2n(C)c1=O	-1.1
CCOC(=O)CSc1nc2ccc(NC(C)=O)cc2s1	0.9
Cc1cc2ncn(N)c2cc1C	0.8
O=C(Nc1ncccn1)C12CC3CC(CC(C3)C1)C2	-0.4
CCNC(=O)c1cc2c(c(-c3cccc(-c4cccc(C(=O)N(C)C)c4)c3)n1)[C@@H](CCO)N(S(=O)C(C)(C)C)C2 (stereo partly drawn)	-0.8
CCOc1ccc(NC(=O)c2ccccc2OCC(=O)c2ccc(C)cc2)cc1	1.7
COC(=O)[C@]12CCCCC=C1N(Cc1ccc3c(c1)OCO3)C(=O)[C@H](CC(=O)NCc1ccccc1)C2	-4.8
Cc1nc2sc(C(c3ccccc3)N3CCC(O)CC3)c(O)n2n1 (stereo not drawn)	4.4
NC(=O)CSc1nnc(Cn2c(=O)sc3ccccc32)n1CCc1ccccc1	-1.2
CCc1noc(C)c1C(=O)Nc1nc(-c2ccc(OC)cc2OC)cs1	0.0
COC(=O)[C@@H]1N=C(c2ccc(OC)cc2)O[C@]12C(=O)N(Cc1cn(-c3ccccc3)nn1)c1cccc(Cl)c12	2.0

# The list is partial; count on the stated rates, not on these rows.
